Screens from PubChem BioAssay.
TrxR1 substrate: rat thioredoxin reductase 1 substrate activity | O89049 | purified TrxR1 substrate turnover, NADPH consumption readout | Potency, µM (titrated, usually from 114 µM), for the others: at the top dose activity change, negative = substrate turnover | 390,000 tested, 0.01% active | AID 588456; also: potency is read from the fitted curve at half-maximal effect; % is scaled to controls: 0 for no effect and ±100 for the full control effect; nearly all actives have a fitted effect of over 50% in size
Target sequence (O89049 whole entry, looked up): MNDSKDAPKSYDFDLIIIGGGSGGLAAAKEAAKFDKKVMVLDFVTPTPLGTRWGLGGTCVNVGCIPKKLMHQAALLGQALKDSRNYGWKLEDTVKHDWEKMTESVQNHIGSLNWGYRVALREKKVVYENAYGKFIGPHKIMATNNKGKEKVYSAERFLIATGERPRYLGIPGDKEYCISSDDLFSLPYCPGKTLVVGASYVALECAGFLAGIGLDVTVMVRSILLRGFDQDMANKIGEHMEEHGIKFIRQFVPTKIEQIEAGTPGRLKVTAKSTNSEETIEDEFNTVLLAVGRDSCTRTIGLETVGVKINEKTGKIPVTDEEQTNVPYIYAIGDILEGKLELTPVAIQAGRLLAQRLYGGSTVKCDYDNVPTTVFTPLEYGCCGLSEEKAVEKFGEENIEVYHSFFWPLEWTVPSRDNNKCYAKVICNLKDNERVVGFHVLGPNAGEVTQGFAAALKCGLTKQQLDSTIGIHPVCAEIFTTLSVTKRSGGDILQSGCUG
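Rat TrxR1, dispensed at 90 nM, was prereduced with 400 uM NADPH (final) for 5 min at ~22 deg C, then incubated with compound 15 min before 400 uM selenite. A first-read NADPH fluorescence drop versus no-compound background flagged substrates.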
Vif-APOBEC3F blk: blocks the Vif interaction with APOBEC3F | HeLa A3F-eYFP + Vif (tagged APOBEC3F with the HIV-1 protein that degrades it), YFP fluorescence increase | Potency, µM (top dose mostly 46.1 µM), inactives show top-dose activity, negative = active | 390,000 tested, 0.2% active | AID 602313; also: potency is read from the fitted curve at half-maximal effect; % of control where 0% means no effect; nearly all actives have a fitted effect of over 65% in size
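Fluorescence increase (Ex 488/Em 500-530) after overnight compound treatment at 37 deg C flags inhibition of Vif-driven A3F-eYFP loss in stable HeLa A3F-eYFP/Vif cells seeded overnight beforehand.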
PI4K2A block: inhibitors of human PI4K2A; purified PI4K2A, ADP-Glo luminescence, 1 h; stronger effect = lower value; activity change, negative = inhibition, % at 76.9 µM; 420,000 tested, 0.13% active; AID 1346378; in the data active = activity change below about -50%; inconclusive = mostly about -30% to -49%;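 also: -100% = wells without enzyme as full effect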
Target sequence (Q9BTU6 whole entry, looked up): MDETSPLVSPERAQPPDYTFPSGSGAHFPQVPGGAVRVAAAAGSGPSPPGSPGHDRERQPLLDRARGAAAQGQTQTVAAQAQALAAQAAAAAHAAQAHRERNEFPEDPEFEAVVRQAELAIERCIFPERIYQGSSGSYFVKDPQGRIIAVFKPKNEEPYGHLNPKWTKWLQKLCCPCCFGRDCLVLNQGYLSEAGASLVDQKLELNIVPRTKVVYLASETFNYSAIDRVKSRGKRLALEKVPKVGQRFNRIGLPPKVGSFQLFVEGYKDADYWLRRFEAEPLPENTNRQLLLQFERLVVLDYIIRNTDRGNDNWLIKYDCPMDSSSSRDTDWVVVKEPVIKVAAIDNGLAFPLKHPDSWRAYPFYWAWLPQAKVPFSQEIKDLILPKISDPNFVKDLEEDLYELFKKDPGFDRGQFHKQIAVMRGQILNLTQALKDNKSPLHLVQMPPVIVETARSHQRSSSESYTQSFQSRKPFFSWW
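ADP-Glo luminescence measured ADP generated by PI4K2A enzyme (4 ug/mL before mixing) with 1.2 mM PI substrate (pre-mix) and 300 microM ATP (pre-mix). Tris pH7.5 buffer with MgCl2, Triton X-100; 1 h reaction at ambient temperature.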
mIDH1 inhibitor: blocks human mutant IDH1 R132H enzyme. IDH1-R132H enzyme, NADPH consumption, diaphorase/resazurin fluorescence. Potency, µM (highest dose often 76.6 µM), without a hit: at the top dose activity change, negative = inhibition, usual class: inhibitors. O75874. 390,000 tested, 0.093% active; also: potency is read from the fitted curve at half-maximal effect; % is scaled to controls: 0 for no effect and ±100 for the full control effect; nearly all actives have a fitted effect of over 65% in size
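IDH1-R132H (0.5 ug/mL dispensed) in pH 7.5 Tris buffer was preincubated 30 min with compound, then given a substrate mix of 0.016 mM NADPH and 2 mM alpha-KG for 80 min at room temperature; remaining NADPH was read by diaphorase/resazurin fluorescence.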
USP1-UAF1 inh: USP1/UAF1 (human) deubiquitinase inhibition; O94782; recombinant USP1/UAF1, Ub-Rhodamine cleavage fluorescence; Potency, µM (top dose mostly 57.1 µM), for inactives: at the highest dose activity change, negative = inhibition, most hits filed as inhibitors; 390,000 tested, 0.23% active; also: potency is read from the fitted curve at half-maximal effect; % is scaled to controls: 0 for no effect and ±100 for the full control effect; nearly all actives have a fitted effect of over 60% in size; inactives centre near -12
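In this screen, compounds sit with the deubiquitinase complex (1nM) for 15 min at room temperature before Ub-Rho is added at 150nM final. Fluorescence rise is then followed for 6 reads every 60 seconds.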
Vif-APOBEC3G blk: inhibitors of Vif-APOBEC3G interaction | Q9HC16 | HeLa A3G-eYFP + Vif (tagged APOBEC3G with the HIV-1 protein that degrades it), YFP fluorescence, overnight | Potency, µM (series often up to 46.1 µM), for inactives: at the highest dose activity, negative = active, hits mostly inhibitors | 410,000 tested, 0.076% active | AID 602310;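 also: potency is read from the fitted curve at half-maximal effect; % is scaled to controls: 0 for no effect and ±100 for the full control effect; nearly all actives have a fitted effect of over 60% in size; hits raise eYFP signal because A3G escapes Vif-driven loss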
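Read-out is eYFP fluorescence (Ex 488/Em 500-530) from Vif-expressing HeLa A3G-eYFP cells; more signal means A3G escaped Vif-mediated degradation. Cells plated overnight, compound pinned in, incubated overnight at 37 deg C.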
RXFP1 ag: agonists of human relaxin receptor RXFP1; Q9HBX9; HEK293T-RXFP1 cAMP TR-FRET, 30 min; response scale: percent of porcine relaxin response, buffer zero; Potency, µM (doses to about 57.5 µM), without a hit: at the highest dose activation, most hits filed as activators; 370,000 tested, 0.3% active; AID 2676; also: potency is read from the fitted curve at half-maximal effect; % is scaled to controls: 0 for no effect and ±100 for the full control effect; nearly all actives have a fitted effect of over 60% in size; many of its hits are not listed in these tables
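HEK293T cells stably expressing RXFP1 were pretreated with the PDE4 inhibitor Ro 20174, exposed to compounds for 30 min at 37C, lysed, and cAMP was read by TR-FRET. Data normalized to buffer (basal) and 29 nM porcine relaxin (100%).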
Glioma ERSR ind: ER stress response induction in glioma. U87-MG GRP78 promoter luciferase reporter, 16 h. Potency, µM, inactives show at the top dose activation, most hits filed as activators. 420,000 tested, 0.02% active. AID 602332; also: potency is read from the fitted curve at half-maximal effect; series mostly up to about 76 µM; % of control where 0% means no effect; nearly all actives have a fitted effect of over 35% in size
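Stably transfected U87-MG human glioma cells carrying a GRP78-based luminescent sensor were seeded at 1000 cells/well, pin-dosed with compounds and incubated 16 h. Luciferase reagent was then added, and end-point luminescence was read after 10 min at room temperature.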
LDHA inh: LDHA (human) enzyme inhibition; purified LDHA, NADH/diaphorase-resazurin fluorescence; stronger effect = lower value; activity change, % (values are at about 110 or 230 µM); 480,000 tested, 0.15% active; AID 1347041; in the data active = activity change below about -30%; inconclusive = mostly about -25% to -30%;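 also: plate controls were DMSO wells for no effect and wells without enzyme for full effect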
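Human LDH5 (2 nM) was incubated with 0.06 mM NADH and 0.2 mM pyruvate for 5 min at room temperature in Tris pH 7.4. Remaining NADH was coupled through diaphorase/resazurin, and resorufin fluorescence was read at 0 and 20 min.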
An asterisk follows results filed as active; ? = inconclusive; nt = not tested or not shown; & = joins results of further samples; [ ] = another dose, or the depositor's remark. Unless noted, calls follow the shape of the dose curve; as a rule, active = well fitted curve in the direction sought with a large enough effect; inconclusive = small, poorly fitted or top-dose-only effect, or another doubt; inactive = no such curve, though single readings can be large; an effect the other way counts as inactive or inconclusive.

no.	SMILES	TrxR1 substrate	Vif-APOBEC3F blk	PI4K2A block	mIDH1 inhibitor	USP1-UAF1 inh
1	CC(C)C1N(C(=O)N2CCOCC2)CCN1S(=O)(=O)c1ccccc1 (centres undefined)	6%[57.1 µM]	3%	1	-6%	5%
2	CN(C/C=C/c1ccccc1)Cc1cccc2ccccc12	5%	-1%	4&-4	4%	-26%
3	C/C(CC(=O)NCc1ccco1)=N\NC(=O)CC#N	-1%	-14%	-4	3%	-21%
4	Cc1ccc(Nc2cc(C)nn2-c2nc(C)cc(=O)[nH]2)cc1	-3%	-9%	?	-5%	-17%
5	COc1ccc(NC(=O)c2ccc(COc3ccccc3)o2)cc1	-5%	-1%	-1	0%	-17%
6	CCOc1ccc(N2CC(C(=O)Nc3cccc(S(=O)(=O)N4CCCCC4)c3)CC2=O)cc1 (centres undefined)	5%	-6%	-16	1%	-11%
7	CCC(Sc1ccc2nnc(-c3ccc(OC)c(OC)c3)n2n1)C(=O)O (centres undefined)	8%[57.1 µM]	0%	-27	5%	-7%
8	CCOC(=O)C(C)N1N=C(/C=C/c2ccc(C)cc2)CCC1=O (centres undefined)	-4%	-10%	-4	0%	-13%
9	CS(=O)(=O)N(Cc1ccccc1)c1ccc(C(=O)Nc2ccc3c(c2)OCO3)cc1	2%[57.1 µM]	8%	-3	3%	-3%
10	CCOc1cc(C#N)ccc1OCC(=O)N1CCc2ccccc2C1	4%	2%	1	-3%	-6%
11	CCc1ccccc1NC(=S)N(Cc1cccs1)C1CCCC1	8%[57.1 µM]	1%	3	2%	-7%
12	Cn1c(=O)c2c(nc(NCCc3ccccc3)n2Cc2ccc(Cl)cc2)n(C)c1=O	2%	1%	-5	-1%	-15%
13	CCOc1cc(NC(=S)Nc2cccc(OC)c2)c(OCC)cc1NC(=O)C1CC1	-5%	-1%	0	0%	-18%
14	COc1cc(NC(=O)Nc2cc(C)on2)cc(OC)c1OC	-4%	9%	-4	-12%	-6%
15	CC(=O)Nc1cc(-c2cccc(NS(C)(=O)=O)c2)cn2c(-c3cccc(C(C)=O)c3)cnc12	nt	nt	-1	nt	nt

no.	Vif-APOBEC3G blk	RXFP1 ag	Glioma ERSR ind	LDHA inh
1	-5%	3.0%	2%	-8
2	-2%	0.1%	-4%	-7
3	-1%	-0.9%	-6%	0
4	1%	1.8%	?	-5
5	0%	1.6%	-1%	-19
6	-6%	-1.7%	-5%	0
7	1%	?	0%	-3
8	0%	0.5%	1%	5
9	1%	4.2%	-5%	-12
10	-1%	-1.1%	1%	1
11	-2%	0.9%	-2%	-3
12	-3%	-0.3%	7%	-10
13	1%	-0.1%	1%	-1
14	0%	-0.2%	-2%	-4
15	?	nt	2%	0

More records follow.
no.	SMILES	TrxR1 substrate	Vif-APOBEC3F blk	PI4K2A block	mIDH1 inhibitor	USP1-UAF1 inh
16	COc1cccc(C(c2nnnn2CCc2ccccc2)N2CCN(c3ccccc3)CC2)c1OC (centres undefined)	10%[57.1 µM]	-2%	0	1%	-25%
17	COc1ccccc1NC(=O)NCCc1c[nH]c2ccccc12	0%	-9%	11	12%	-14%
18	Cc1cc(F)ccc1NC(=O)c1cc(S(=O)(=O)N2CCc3ccccc32)cn1C	2%[57.1 µM]	3%	-2	-8%	-13%
19	CCOC(=O)N1CCN(CC(O)COCCC23CC4CC(CC(C4)C2)C3)CC1 (centres undefined)	-4%[57.1 µM]	-12%	-1	4%	-19%
20	O=C(Nc1ccc2c(c1)OCO2)Nc1ccc(Cl)cc1Cl	-5%	2%	1	-9%	-23%
21	COc1ccccc1/C=C/CN1CCC(Oc2ccc(C(=O)N3CCCC3)cc2)CC1	2%	4%	2	0%	-23%
22	O=C(NC1CCCC1)c1cc(-c2ccc(Cl)cc2Cl)on1	5%	-10%	1	9%	-15%
23	COCc1cccc(-c2csc(C(O)c3cccc(OC)c3)n2)c1 (centres undefined)	nt	nt	0	nt	nt
24	COC(=O)[C@H](C)NC(=O)c1cc2c(cn1)[nH]c1ccccc12	23%	2%	-11	12%	-25%
25	CC(=O)c1cccc(NS(=O)(=O)c2ccc3c(c2)NC(=O)CC(=O)N3)c1	-1%	0%	-1	-13%	-23%
26	Cc1ccc(S(=O)(=O)Nc2ccccc2F)cc1C(=O)N1CCN(c2ccccc2O)CC1	-9%	-1%	3	-16%	-9%
27	Cc1ccc2nc3c(cc(C(=O)NCCc4ccccc4)c(=N)n3CCN3CCOCC3)c(=O)n2c1	78%[activator]	-7%	4	0%	-15%
28	Cc1c(Cl)cccc1NC(=O)CCN1CCCC(C)C1 (centres undefined)	1%	-3%	4	-1%	-19%
29	Cc1ccc(S(=O)(=O)N(CC(=O)N2CCCCCC2)c2ccccc2)cc1	9%	8%	-1	1%	-7%
30	CC(C)Nc1nc(Nc2ccc(C(N)=O)cc2)c2sccc2n1	nt	nt	-8	nt	nt

no.	Vif-APOBEC3G blk	RXFP1 ag	Glioma ERSR ind	LDHA inh
16	-5%	0.0%	-6%	-6
17	6%	-0.2%	-2%	-1
18	6%	3.8%	-5%	-7&-2
19	0%	0.6%	1%	3
20	1%	0.6%	12%	0
21	2%	5.5%	2%	-1
22	1%	1.2%	4%	-5
23	-6%	nt	-1%	-3
24	-5%	0.0%	-5%	-8
25	3%	0.9%	-6%	-5
26	-1%	0.4%	4%	-2
27	5%	17%	1%	-15
28	0%	1.9%	-1%	4
29	2%	1.3%	-1%	-8
30	0%	nt	-1%	-6

Compound profiles (already shown).
Listed for COc1ccccc1NC(=O)NCCc1c[nH]c2ccccc12 = TrxR1 substrate = 0%; Vif-APOBEC3F blk = -9%; PI4K2A block = 11; mIDH1 inhibitor = 12%; USP1-UAF1 inh = -14%; Vif-APOBEC3G blk = 6%; RXFP1 ag = -0.2%; Glioma ERSR ind = -2%; LDHA inh = -1
Listed for CCOC(=O)N1CCN(CC(O)COCCC23CC4CC(CC(C4)C2)C3)CC1 (centres undefined) = TrxR1 substrate = -4%[57.1 µM]; Vif-APOBEC3F blk = -12%; PI4K2A block = -1; mIDH1 inhibitor = 4%; USP1-UAF1 inh = -19%; Vif-APOBEC3G blk = 0%; RXFP1 ag = 0.6%; Glioma ERSR ind = 1%; LDHA inh = 3

(list continues)
no.	SMILES	TrxR1 substrate	Vif-APOBEC3F blk	PI4K2A block	mIDH1 inhibitor	USP1-UAF1 inh
31	COc1ccccc1OCCn1cc(/C=N/NC(=O)c2ccncc2)c2ccccc21	-8%	-7%	0	0%	-15%
32	COC(=O)N/N=C(\C)c1ccc(C)c([N+](=O)[O-])c1	-6%	0%	2	0%	5%
33	O=C1NCCCC1C(=O)N/N=C/c1cc([N+](=O)[O-])ccc1O (centres undefined)	-13%	1%	0	3%	-9%
34	CCN(CC)C(=O)c1sc2nc(-c3cccs3)cc(-c3ccc(Cl)cc3)c2c1N	-4%	?	-5	2%	28µM*
35	O=C(NCc1cccnc1)Nc1ccc2c(c1)OCO2	2%	-1%	-4	1%	-19%
36	O=C(c1c[nH]c2ccc(S(=O)(=O)Nc3ccccc3F)cc2c1=O)N1CCCCCC1	1%	0%	-4	-23%	-21%
37	CCOCCCNC(=S)NCCNc1nc2ccc(C)cc2cc1C#N	11%[57.1 µM]	-28%	-6	3%	-8%
38	COc1ccc(CCCc2nnc(SCC(=O)Nc3ncc(C)s3)o2)cc1	10%[57.1 µM]	4%	4	5%	-5%
39	CCOc1ccc(S(=O)(=O)NCCC(=O)N2CC(C)CC(C)C2)cc1 (centres undefined)	0%[57.1 µM]	-8%	5	-4%	-12%
40	O=c1c2ccccc2oc2cc(C#Cc3ccccn3)ccc12	4%	5%	-3	-8%	-17%

no.	Vif-APOBEC3G blk	RXFP1 ag	Glioma ERSR ind	LDHA inh
31	-7%	3.2%	-2%	-3
32	2%	-0.8%	2%	-8
33	0%	-1.8%	-7%	6
34	?	?	-1%	0
35	-1%	-0.4%	0%	1
36	2%	0.2%	-3%	-4
37	-3%	0.3%	1%	2
38	3%	-0.2%	1%	-1
39	0%	0.1%	2%	-2
40	-3%	nt	-2%	0

Three entries from above, sorted by number of heavy atoms, ascending.
no.	SMILES	TrxR1 substrate	Vif-APOBEC3F blk	PI4K2A block	mIDH1 inhibitor	USP1-UAF1 inh
32	COC(=O)N/N=C(\C)c1ccc(C)c([N+](=O)[O-])c1	-6%	0%	2	0%	5%
33	O=C1NCCCC1C(=O)N/N=C/c1cc([N+](=O)[O-])ccc1O (centres undefined)	-13%	1%	0	3%	-9%
31	COc1ccccc1OCCn1cc(/C=N/NC(=O)c2ccncc2)c2ccccc21	-8%	-7%	0	0%	-15%

no.	Vif-APOBEC3G blk	RXFP1 ag	Glioma ERSR ind	LDHA inh
32	2%	-0.8%	2%	-8
33	0%	-1.8%	-7%	6
31	-7%	3.2%	-2%	-3

Filtered by structure: the entries above containing a furan ring, fused or not.
no.	SMILES	TrxR1 substrate	Vif-APOBEC3F blk	PI4K2A block	mIDH1 inhibitor	USP1-UAF1 inh
3	C/C(CC(=O)NCc1ccco1)=N\NC(=O)CC#N	-1%	-14%	-4	3%	-21%
5	COc1ccc(NC(=O)c2ccc(COc3ccccc3)o2)cc1	-5%	-1%	-1	0%	-17%

no.	Vif-APOBEC3G blk	RXFP1 ag	Glioma ERSR ind	LDHA inh
3	-1%	-0.9%	-6%	0
5	0%	1.6%	-1%	-19

An excerpt (hit frequency here may not be typical).
